# Screens as filed in PubChem.
# RAD52 anneal inh = RAD52 (human) annealing inhibition. recombinant RAD52 DNA annealing, FRET fluorescence. inhibition, % at 18.7 µM. P43351. 0.46% of 360,000 active;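 active means every replicate showing at least 50% inhibition; inconclusive means mean inhibition at least 50% but not in every replicate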
# E-selectin induc = induces E-selectin expression in human endothelial cells | P16581 | HUVEC E-selectin immunofluorescence imaging; normalized: neutral wells 0, TNF-alpha wells 100 | activation, % at 7.58 µM | 0.37% of 260,000 active;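 active means mean E-selectin-positive cell signal at least 10% of the positive control, reached in at least 60% of replicates, without over 20% cell loss; inconclusive means no rule given, readout overlaps actives, possibly toxicity-flagged; inactive means the rest, including those meeting only one limit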;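 further: in these data hits start at about 27%; measured in HUVEC primary endothelial cells; signal is the percent of cells scored E-selectin positive by PE staining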
#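 Assay system: HUVEC, human umbilical vein endothelial cells / Amount: 3,000 HUVEC/well / Controls: TNF-alpha positive control, DMSO neutral control / Compound dosing: single concentration / Medium: EGM-2 over gelatin coat / Evaluation: percent E-selectin-positive cells / Signal: immunofluorescence imaging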
# esBAF inh = inhibitors of esBAF chromatin remodeling in mouse ES cells. Bmi1-luciferase knock-in reporter, 24 h; 100% = twice the neutral-well signal. reporter increase, % at 12.5 µM. 2% of 350,000 active. AID 602393; in the data active means activation above about 40%; inconclusive means no clear call, values can overlap the other calls;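 further: 0% = median of the plate's neutral control wells and 100% = double that signal; a rise in the Bmi1 reporter signal indicates esBAF inhibition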
# PglD DTNB = PglD (C. jejuni) enzyme inhibition; purified PglD enzyme, DTNB colorimetric CoA detection; inhibition, % at 12.5 µM; AID 602405; 0.098% of 360,000 active; in the data active means inhibition above about 16%, passing the limit was not always enough; inconclusive means no clear call, values can overlap the other calls; further: strong numbers were not always called active
# CASP6 VEID inh = caspase-6 (human) enzyme inhibition. P55212. purified caspase-6, Z-VEID-R110 cleavage fluorescence. inhibition, % at 12.5 µM. 0.53% of 350,000 active. AID 686996;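 active means mean inhibition across replicates at least about 35%, with every replicate also reaching that limit, limit read from the data; inconclusive means only one of the two criteria met; inactive means neither criterion met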;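 further: 0% = median of neutral control wells and 100% = no fluorescence left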
# Target sequence (P55212 24-179 limits assumed): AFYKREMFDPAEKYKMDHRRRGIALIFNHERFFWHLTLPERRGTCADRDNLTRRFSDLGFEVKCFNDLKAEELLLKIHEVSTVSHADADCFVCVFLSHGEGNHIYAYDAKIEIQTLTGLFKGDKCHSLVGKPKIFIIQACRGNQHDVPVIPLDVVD
# Target sequence (P55212 194-293 limits assumed): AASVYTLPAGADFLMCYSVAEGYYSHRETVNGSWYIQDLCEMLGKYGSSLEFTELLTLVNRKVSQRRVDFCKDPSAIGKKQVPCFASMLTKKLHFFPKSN
# ERp5 block = blocks human ERp5 reductase activity on insulin | ERp5 insulin aggregation, absorbance 650 nm, 90 min | inhibition, % at 9.99 µM | 0.05% of 350,000 active | AID 651711;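 active means mean replicate inhibition above about 25%, with every replicate also reaching it, limit read from the data, passing the limit was not always enough; inconclusive means only one of those two criteria met; inactive means neither criterion met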
# ARNT-TACC3 inh = disrupts binding between human ARNT and TACC3 | Q9Y6A5 | AlphaScreen His-ARNT PAS-B/GST-TACC3 binding, luminescence; TACC3 fragment carries E629A point mutation | inhibition, % at 9.99 µM | 0.66% of 390,000 active | AID 623870;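 active means mean inhibition of replicates at least 50% and at least half of replicates each reaching 50%; inconclusive means half or more replicates reach 50% but mean below 50%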;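 further: 0% = complete ARNT plus TACC3 wells and 100% = ARNT alone without TACC3; many hits fall short of the cut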
# RAD54 inh = blocks human RAD54 Holliday junction branch migration; FAM/BHQ fluorescence; inhibition, % at 10.4 µM; 0.14% of 360,000 active;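 active means mean normalized replicate activity at least 40 and at least half of replicates scoring 40 or more; inconclusive means only one of the two criteria met; inactive means mean below 40 and under half of replicates reaching 40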;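 further: 0% = median of neutral control wells and 100% = median of positive control wells; inhibitors cause a drop in the FAM fluorescence signal; in these data hits start at about 50%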
# Target sequence (Q92698 whole entry, looked up): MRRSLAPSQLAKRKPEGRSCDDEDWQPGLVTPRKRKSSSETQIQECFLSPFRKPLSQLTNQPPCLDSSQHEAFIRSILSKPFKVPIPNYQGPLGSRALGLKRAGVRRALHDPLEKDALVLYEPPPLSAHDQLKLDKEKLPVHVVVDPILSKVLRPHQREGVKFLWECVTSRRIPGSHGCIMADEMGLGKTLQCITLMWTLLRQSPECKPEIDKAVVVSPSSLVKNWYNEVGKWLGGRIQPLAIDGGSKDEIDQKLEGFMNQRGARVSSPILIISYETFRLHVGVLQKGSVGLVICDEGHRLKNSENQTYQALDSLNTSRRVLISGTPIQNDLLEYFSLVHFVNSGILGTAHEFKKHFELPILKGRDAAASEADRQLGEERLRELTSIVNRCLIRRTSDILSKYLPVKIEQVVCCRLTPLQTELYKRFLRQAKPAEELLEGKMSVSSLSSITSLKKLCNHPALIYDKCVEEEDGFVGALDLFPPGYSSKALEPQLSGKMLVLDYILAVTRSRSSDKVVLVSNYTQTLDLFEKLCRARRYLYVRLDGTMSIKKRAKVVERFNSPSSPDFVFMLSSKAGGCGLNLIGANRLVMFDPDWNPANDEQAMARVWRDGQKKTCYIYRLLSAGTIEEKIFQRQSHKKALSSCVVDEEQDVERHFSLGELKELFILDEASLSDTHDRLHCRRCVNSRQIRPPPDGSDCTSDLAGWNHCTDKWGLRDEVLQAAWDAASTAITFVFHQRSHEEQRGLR
# Active calls of the source: *; ? = inconclusive; · = no result given; & = joins results of further samples.
SMILES,RAD52 anneal inh,E-selectin induc,esBAF inh,PglD DTNB,CASP6 VEID inh,ERp5 block,ARNT-TACC3 inh,RAD54 inh
C[C@@H]1CN([C@H](C)CO)C(=O)c2cccc(NC(=O)c3cnccn3)c2O[C@H]1CN(C)CC1CC1,-19.3,-10.2,1.4,-3.2,-3.3,2.1,1.5,-1.6
CC1(C)CC(=O)C(CC(=O)Nc2cc(C(F)(F)F)ccc2Cl)C(=O)C1,-19.8,·,·,·,-1.0,8.1,-5.1,·
CC(=O)OCC(=O)C1CCC2C3CCC4=CC(=O)C=CC4(C)C3CCC12C (centres undefined),36.1,-0.9,0.4,1.4,-0.3,-2.9,4.6,-15.0
C=CCN(c1ccccc1)S(=O)(=O)c1cccc(C(=O)NC2CCC(O)CC2)c1 (centres undefined),-3.7,-0.7,1.6,1.6,1.9,6.5,-3.2,-1.7
Cc1nn(-c2ccccc2)c(C)c1NC(=O)COc1ccc([N+](=O)[O-])cc1,-5.2,0.2,-0.7,-2.7,-3.6,0.5,-6.1,6.0
COCC(=O)Nc1ccc2c(c1)OC[C@H](C)N(C(=O)c1cccnc1)C[C@@H](C)[C@@H](OC)CN(C)C2=O,-9.4,-0.1,-0.7,1.0,-1.4,2.3,-2.2,-0.8
C[C@H](CO)N1C[C@H](C)[C@H](CN(C)C(=O)c2ccccn2)Oc2ncc(C#Cc3ccccc3)cc2C1=O,-2.7,-0.1,-3.8,-1.9,-0.7,-4.6,-5.4,-6.7
O=C(Sc1cccc2cccnc12)c1ccccc1Br,-13.1,-0.3,-81.4,-1.4,-5.0,-1.5,75.5*,-1.3
CN(C)CCCN(C(=O)C1=COCCO1)c1nc2ccc(Br)cc2s1,36.7,·,-2.5,6.3,-7.7,-3.4,6.1,5.4
COC(=O)c1sc(N)c(C(=O)OC)c1CSc1nnc(-c2ccccc2Cl)n1C,·,·,12.2,-0.1,·,·,1.5,-2.2
O=C(COc1ccccc1/C=C1\SC(=S)NC1=O)Nc1ccc(F)cc1,-19.2,·,·,2.1,0.0,-10.4,-5.2,4.3
C[C@@]12C(=O)Nc3cc(F)c(F)cc3C(=O)N1[C@H]1c3cc(Cl)ccc3OC[C@@H]1[C@@H]2c1ccccc1,·,·,-2.8,2.5,·,·,3.6,-5.9
Cc1ccc(Nc2c(F)c(F)c(F)c(F)c2C(=O)O)cc1,-17.5,·,·,·,0.9,-4.7,3.8,·
COC(=O)C1C2CC(=O)C(C2)C1C(=O)OC (centres undefined),-2.5,-0.2,·,·,2.5,1.7,6.1,·
CC1CC(NS(=O)(=O)c2cc3c4c(c2)CCN4C(=O)CC3)CC(C)(C)C1 (centres undefined),-12.8,·,-4.5,-0.1,8.9,-2.8,-2.2,-15.1
COCCNC(=O)C[C@@H]1C[C@H]2c3cc(NC(=O)Nc4ccc(OC)cc4)ccc3O[C@H]2[C@H](CO)O1,12.5,-0.3,-3.2,2.8,2.2,-2.9,-5.4,0.3
CCOc1ccc(C(=O)CCC(=O)Nc2ccccc2C)cc1,-9.2,·,4.9,-3.0,-1.7,2.0,-3.2,-2.0
O=C(CN1C(=O)NC2(CCCc3ccccc32)C1=O)NCc1ccc(Cl)cc1Cl (centres undefined),5.1,-0.1,·,-2.2,3.0,1.0,-3.5,7.8
CC(C(=O)N(C)Cc1ccccc1)N1CCN(C/C=C/c2ccccc2)CC1 (centres undefined),-12.0,0.8,·,3.2,-0.1,-0.1,0.0,1.1
CCCCn1c(N)c(N(CCC(C)C)C(=O)C2CC(=O)N(CCc3ccc(OC)c(OC)c3)C2)c(=O)[nH]c1=O (centres undefined),-7.7,0.0,-0.3,0.2,-4.9,1.5,2.1,1.8
CC(C)OC(=O)N(C)C[C@H]1OCc2cnnn2CCCC(=O)N([C@@H](C)CO)C[C@H]1C,-9.8&10.0,0.1&0.5,-0.2&-0.4&-3.4,-3.8,1.7&-3.1,10.5&0.9,0.2,4.3
CC(C)NC(=O)OC[C@H]1O[C@H](C#Cc2ccc(C(C)(C)C)cc2)C=C[C@H]1O,-10.2,-0.1,·,·,-2.0,-2.4,·,·
Cc1cccc(N(CC(=O)NCCSCc2ccco2)S(=O)(=O)c2ccccc2)c1,·,·,9.4,1.3,·,·,-4.7,3.8
COc1ccc([C@H]2C[C@@H](n3cc(COC(=O)c4ccccc4)nn3)[C@H](O)CN2C(=O)c2cccs2)cc1,-6.1,-0.1,-13.2,·,1.5,1.1,·,·
CO[C@@H]1CC[C@H]2CCOc3c(C#N)cccc3C(=O)N(C)C[C@@H](OC)[C@H](C)C(=O)N(C)C[C@@H]1O2,-3.8,0.0,-3.6,5.6,5.3,7.8,-0.9,1.1

# The results go on:
SMILES,RAD52 anneal inh,E-selectin induc,esBAF inh,PglD DTNB,CASP6 VEID inh,ERp5 block,ARNT-TACC3 inh,RAD54 inh
COc1ccc(C)cc1NC(=O)c1sc2ncnc(N3CCN(c4ccccn4)CC3)c2c1C,-7.2,·,9.0,2.0,-5.0,-2.2,-4.2,-5.6
COc1ccc(/C(C)=N/N2CCCCC2)c(O)c1,-7.0,·,54.1,4.2,-1.8,-11.7,-32.0,-5.7
N/C(=N\OC(=O)CCCc1ccccc1)c1ccc(Br)cc1,-14.0,·,2.0,-0.3,0.0,-0.9,-15.5,0.3
O=C(Cc1noc2ccccc12)NNC(=S)Nc1ccc(Cl)cc1,-4.3,·,-4.3,1.0,0.2,3.2,4.7,-0.6
CO[C@@H]1CN(C)C(=O)c2cc(NS(=O)(=O)c3ccc(C)cc3)ccc2OC[C@@H](C)N(C(=O)NC(C)C)C[C@@H]1C,0.1,-0.1,3.6,-0.4,-1.0,-3.4,1.3,-5.0
COc1ccc(C)cc1NS(=O)(=O)c1ccc(Cl)nc1,-12.2,-0.7,-3.9,-4.6,-4.5,0.5,-0.7,-10.9
O=c1ccncn1C1OC(CO)C(O)C1O (centres undefined),2.8,0.0,·,·,-0.7,5.5,0.6,·
C[C@@H]1CN(C(=O)OC(C)(C)C)CCN1c1ccc(Br)c(C#N)c1,0.9,-0.2,·,·,-2.4,-4.3,·,·
Cc1ccc(-c2cc(C(=O)Nc3c(C)n(C)n(-c4ccccc4)c3=O)c3ccccc3n2)cc1,-5.6,-0.1,·,-7.1,2.3,7.7,2.0,-10.3
C[C@@H]1CN([C@@H](C)CO)C(=O)c2cccc(NC(=O)CCCCCC(=O)Nc3ccccc3N)c2O[C@H]1CN(C)S(=O)(=O)c1ccc(F)cc1,15.8,0.1,·,·,2.3,3.2,·,·
C/C(CCC1CC(C)OC1=O)=N\NC(N)=O (centres undefined),1.7,1.0,·,7.2,-3.9,-3.0,·,9.0
COc1ccc(CCNC(=O)CN(c2cc([N+](=O)[O-])ccc2OC)S(C)(=O)=O)cc1OC,-9.6,·,·,·,0.3,-2.5,4.7,·
CC1CN(S(=O)(=O)c2ccc(NC(=O)CCCN3C(=O)c4ccccc4C3=O)cc2)CC(C)O1 (centres undefined),-5.9,·,-4.8,0.3,-1.8,-3.7,3.0,0.2
C[C@H](CO)N1C[C@H](C)[C@@H](CN(C)Cc2ccc(C(=O)O)cc2)Oc2c(NC(=O)Nc3ccccc3)cccc2C1=O,-0.2,0.4,-3.6,-5.0,1.2,1.5,-3.8,-10.8
CC(C)(C)n1nnnc1C(c1cc2ccccc2o1)N1CCN(C(=O)OCc2ccccc2)CC1 (centres undefined),1.0,0.0,·,·,2.5,1.7,·,·
CC(C)NC(=O)Nc1ccc2c(c1)C(=O)N([C@H](C)CO)C[C@H](C)[C@H](CN(C)C(=O)Nc1ccc(F)cc1)O2,-5.9,-0.1,1.9,-1.7,0.9,8.5,-8.6,-1.4
COc1ccccc1/C=C/C(=O)NCCc1ccccn1,-13.7,·,?,-4.9,-3.4,-1.1,11.6,0.9
COc1cccc(CNC(=O)c2nnn(CC(=O)Nc3c(C)cccc3C)c2N)c1,-8.6,·,-3.1,1.9,-1.2,1.2,0.0,1.0
NS(=O)(=O)OCCCCCc1ccccc1,15.4,·,-2.1,-6.4,-0.3,3.2,-0.7,-2.0
COc1ccccc1N(CC(=O)Nc1ccccc1C(=O)N1CCOCC1)S(C)(=O)=O,-16.4,·,-0.9,3.3,5.6,6.3,-0.6,-0.8
Cc1ccc(-c2cnc3c(c2)C(=O)N([C@@H](C)CO)C[C@H](C)[C@@H](CN(C)C(=O)Cc2ccncc2)O3)cc1,-40.3,-0.2,-4.9,0.5,1.6,0.2,-7.4,6.6
Cc1ccc2cn[nH]c2c1NC(=S)NC(=O)c1ccccc1,·,·,4.3,5.6,·,·,2.1,-0.6
Cc1ccc(S(=O)(=O)Nc2ccc3c(c2)C(=O)N([C@@H](C)CO)C[C@H](C)[C@@H](CN(C)C(=O)Nc2cccc4ccccc24)OCCCC[C@@H](C)O3)cc1,11.1,0.3,2.4,0.5,2.5,-0.9,17.6,3.9
Cc1cc(C)c(OCCN(C)C)c(Cl)c1,-4.9,·,·,·,-1.5,0.0,-1.1,·
O=C(Nc1ccc(N2CCCC2)c(Cl)c1)c1cccs1,-4.9,·,27.2,·,1.1,1.9,-1.0,·

# (more compounds)
SMILES,RAD52 anneal inh,E-selectin induc,esBAF inh,PglD DTNB,CASP6 VEID inh,ERp5 block,ARNT-TACC3 inh,RAD54 inh
O=[N+]([O-])c1c(C(Cl)Cl)nn(-c2ccc(Cl)cc2)c1N1CCCCC1,-10.3,-1.6,3.3,0.4,0.5,-1.3,·,-9.7
O=C(Nc1cccc(Br)c1)c1ccc(Cl)c(S(=O)(=O)N2CCOCC2)c1,4.6,·,3.2,-1.3,5.2,-2.8,-6.4,1.8
COc1ccccc1C(=O)N1CCc2ccccc21,·,·,0.8,1.2,·,·,-13.4,2.2
O=C(CSc1cccc[n+]1[O-])c1cc(Cl)ccc1Cl,-11.4,1.8,·,·,0.9,5.4,-3.1,·
C[C@@H]1CN([C@H](C)CO)S(=O)(=O)c2ccc(C#Cc3ccccc3F)cc2O[C@@H]1CN(C)C(=O)c1ccc2c(c1)OCO2,-5.3,-0.1,3.0,-1.9,0.3,2.2,9.5,-2.5
O=C(C1CCCN1C(=O)c1cccs1)N1CCN(S(=O)(=O)c2ccc(F)cc2)CC1 (centres undefined),-4.9,·,-1.0,-0.9,-1.6,-1.2,0.0,-0.7
Cn1c(=O)c2c(nc3n2CC(CO)O3)n(C)c1=O (centres undefined),-1.4,-0.2,6.6,3.1,-1.0,1.3,-7.8,-4.3
Cc1nnc(NS(=O)(=O)c2ccc(F)cc2)s1,-16.3,·,1.1,8.5,2.7,4.0,3.4,3.2
CCOC(=O)C1=C(C)Nc2ccccc2N/C1=N\S(=O)(=O)c1cc(C(=O)O)ccc1Cl,-11.4,·,-2.1,-1.2,36.6*,3.7,-2.4,-15.7
CN1C(=O)c2cc(NC(=O)Nc3ccccc3F)ccc2OC[C@@H]2O[C@@H](CC(=O)O)CC[C@@H]21,·,0.1,-3.4,-1.7,·,·,-1.6,4.1
CC1CN(c2snnc2C=C2C(=O)OC(C)(C)OC2=O)CC(C)O1 (centres undefined),-30.2,0.9,-10.4,-7.3,5.2,4.9,-4.5,-6.2
O=C1/C(=C/c2cccnc2)SC(=S)N1N1CCOCC1,-9.4,0.0,·,·,0.0,-0.3,5.7,·
CCNC(=O)C[C@@H]1CC[C@@H](NC(=O)C2CC2)[C@@H](CO)O1,-10.4,-0.3,2.5,-1.1,1.1,1.1,-18.1,6.4
CN1[C@@H]2Cn3c(ccc(C4=CCCC4)c3=O)[C@H]1[C@@H](C(=O)NC1Cc3ccccc3C1)[C@@H]2CO,-12.8,-0.3,1.5,3.8,0.3,-6.9,7.9,-15.9
